KCNQ2 block: KCNQ2 potassium channel inhibitors, primary screen, cell-based, CHO-K1, FluxOR thallium flux, B-score (AID 2156); B-score at 10 µM; 20 min; stronger effect = lower value; O88943; 310,000 compounds, 1.1% hits;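 active means fluorescence ratio B-score at most minus 3 library SDs, with starting brightness B-score within 2 library SDs, cut at about -5.5 in these data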
Target sequence (O88943 whole entry, looked up): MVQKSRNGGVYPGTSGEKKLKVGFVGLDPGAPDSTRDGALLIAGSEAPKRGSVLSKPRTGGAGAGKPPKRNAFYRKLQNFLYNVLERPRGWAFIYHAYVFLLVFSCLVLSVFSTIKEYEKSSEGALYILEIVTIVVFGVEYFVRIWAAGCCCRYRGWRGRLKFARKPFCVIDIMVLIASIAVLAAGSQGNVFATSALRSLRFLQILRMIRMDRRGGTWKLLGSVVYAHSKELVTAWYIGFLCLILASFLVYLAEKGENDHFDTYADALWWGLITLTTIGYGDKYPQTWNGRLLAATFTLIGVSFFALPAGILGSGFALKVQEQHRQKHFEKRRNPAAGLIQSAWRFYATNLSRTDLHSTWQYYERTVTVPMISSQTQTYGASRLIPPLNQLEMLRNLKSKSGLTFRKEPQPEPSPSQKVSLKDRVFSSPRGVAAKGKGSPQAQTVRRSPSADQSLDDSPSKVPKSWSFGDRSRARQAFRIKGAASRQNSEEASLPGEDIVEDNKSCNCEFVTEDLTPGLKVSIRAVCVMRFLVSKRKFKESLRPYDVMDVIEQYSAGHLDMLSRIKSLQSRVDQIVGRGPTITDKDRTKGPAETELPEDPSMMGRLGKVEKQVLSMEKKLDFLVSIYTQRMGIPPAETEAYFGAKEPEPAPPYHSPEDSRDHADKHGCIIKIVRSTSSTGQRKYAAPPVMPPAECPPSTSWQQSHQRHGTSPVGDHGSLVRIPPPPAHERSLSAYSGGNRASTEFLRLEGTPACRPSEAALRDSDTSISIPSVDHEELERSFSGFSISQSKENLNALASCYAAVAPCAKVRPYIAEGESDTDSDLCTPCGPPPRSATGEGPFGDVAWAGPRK
Kir21 block: blocks the mouse Kir2.1 inward-rectifier potassium channel; P35561; HEK293-Kir2.1, FluxOR thallium flux fluorescence; stronger effect = lower value; B-score at 10 µM; 310,000 compounds, 0.85% hits; AID 1672;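 active means fluorescence ratio B-score at or below minus 3 SD of library scores, with starting-brightness B-score within 2 SD, cut at about -4.2 in these data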;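 further: channel flux triggered by added potassium and thallium sulfate stimulus; B-score of peak minus minimum fluorescence over baseline after thallium stimulus; more negative B-score means stronger Kir2.1 block with less thallium influx; some compounds called inactive have numbers as strong as hits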
An asterisk follows results filed as active; i = inactive.

SMILES | KCNQ2 block | Kir21 block
COc1ccccc1NC(=O)CCc1nc(-c2cccs2)no1 | i | 0.46
CCN(CC)Cc1cc(CC(C(N)=O)C(N)=O)ccc1OC | i | -1.44
COc1c(O)cccc1-c1nnn(CCC(=O)OCC(=O)c2ccccc2)n1 | i | 0.06
CC(=O)c1ccc(N(CC(=O)NC2CCCC2)C(=O)CCC(=O)Nc2cc(C)on2)cc1 | i | 0.4
CCCn1nnnc1NCc1c(F)cccc1Cl | i | 0.12
C/C(=N\NC(=O)c1ccc(N(C)C)cc1)c1cccnc1 | i | 2.06
O=C(CCNC(=O)c1ccc(Br)cc1)NCc1ccco1 | i | -0.01
CC(NC(=O)CSc1nc2c(cc1C#N)CN(C)CC2)c1ccccc1 (stereo unspecified) | i | -0.22
COC(=O)c1ccc(-c2ncc[nH]2)cc1 | i | 1.81
Cc1ccc(S(=O)(=O)CCC(=O)N2CCc3ccccc32)cc1 | i | -2.46
COc1cc2c(cc1OC)C(C1C(=O)CC(C)(C)CC1=O)N(C(=O)CCl)CC2 (stereo unspecified) | i | 0.11
CCCn1c(N)c(C(=O)COc2ccc(Br)cc2F)c(=O)n(C)c1=O | i | 0
CC(=O)N1CCCc2cc(S(=O)(=O)CCC(=O)N3CCN(c4cccc(C)c4)C(C)C3)ccc21 (stereo unspecified) | i | 0.28
CCOC(=O)C(=CNc1nc(-c2ccccc2)c(C(=O)Nc2ccc(-c3ccccc3)cc2)s1)C(=O)OCC | i | 1.85
COc1ccc(NC(=O)c2ccco2)cc1NC(=O)c1ccc(C#N)cc1F | i | 0.05
CC(=O)c1ccc(NC(=O)CCNS(=O)(=O)c2cc(Br)cnc2N)cc1 | i | 0.56
Cc1ccn2c(NCc3ccc4c(c3)OCO4)c(-c3ccc(O)cc3)nc2c1 | i | 0.57
COc1ccc(CNC(=O)c2c(F)c(F)c(F)c(F)c2F)cc1 | i | 0.15
Cc1ccc(P(C)(=O)c2ccc(C)cc2)cc1 | i | 1.08
CC(C)NC(=S)NC(=O)/C=C/c1cccc2ccccc12 | i | -0.89
Cc1ccccc1Nc1nc(=O)c2cc([N+](=O)[O-])ccc2s1 | i | 0.16
O=C(CCN1CCc2ccccc2C1)Nc1ccc(F)cc1 | i | -0.09
Cc1nonc1OC(C)CNCCNc1ccc([N+](=O)[O-])cc1 (stereo unspecified) | i | -0.6
COc1cccc(NC(=S)N2c3ccccc3CC2C)c1 (stereo unspecified) | i | -1.47
COc1ccccc1NS(=O)(=O)c1ccc(N2CCOCC2)c(NC(=O)c2ccco2)c1 | i | -0.82
Remaining list, next part.
SMILES | KCNQ2 block | Kir21 block
CCOc1ccccc1N1CCN(C(=O)c2c(-c3c(F)cccc3Cl)noc2C)CC1 | i | 1.23
CC(C)(C)NC(=O)CN(Cc1cccs1)C(=O)CN1C(=O)C(=O)c2ccccc21 | i | 0.22
CCCC[C@@H]1CNC(=O)C(=O)N1CC(C)(C)C | i | 0.74
CCOC(=O)N1CCC(NC(=O)C2CCCN(Cc3nc(-c4cccc(Cl)c4)oc3C)C2)CC1 (stereo unspecified) | i | -0.13
Cn1cc(C(=O)NCN2CCCCC2)c2ccccc21 | i | 0.84
CN1C(=O)C2(OCC(C)([N+](=O)[O-])CO2)c2ccccc21 (stereo unspecified) | i | 1.46
CCOC(=O)c1c(C)n(C)c2ccc(OCCN(C)C)cc12 | i | -0.3
Cc1c(C(=O)c2cccc(F)c2)c2ccccn2c1CCC#N | i | -0.16
O=C(/C=C/c1cccc(Cl)c1)NCc1cccs1 | i | 0.95
Cc1csc(NC(=O)CSc2nc3ccccc3c(=O)[nH]2)n1 | i | 1.24
O=C1Nc2ccccc2/C1=C\C(=O)c1ccccc1 | i | -1.3
O=C(O)CCC(=O)Nc1nc2ccc([N+](=O)[O-])cc2s1 | i | 0.3
COc1ccc(NC(=O)CS(=O)c2ccc(F)cc2)cc1 (stereo unspecified) | i | -0.07
CCOC(=O)c1cnc2ccc(Cl)cc2c1N1CCN(C)CC1 | i | 0.19
COc1cc(CN2CCNC(=O)C2CC(=O)O)cc(OC)c1 (stereo unspecified) | i | 0.74
COc1cccc(NC(=O)CSc2nnnn2C2CCCC2)c1 | i | 0.65
COc1cc(OC)cc(C(=O)Nc2cc(C)nn2-c2ccccc2)c1 | i | -0.56
CCCN1CCN(c2ccc([N+](=O)[O-])cc2C#N)CC1 | i | 0
O=C(O)CN1C(=O)c2ccc(Oc3ccc4c(c3)C(=O)N(CC(=O)O)C4=O)cc2C1=O | i | -1.15
COc1cc(C(=O)Nc2ccc3c(c2)OCCO3)ccc1-n1cnnn1 | i | -0.75
COc1ccc(CNCc2ccc(C)cc2)c(OC)c1 | i | -0.17
Cc1cc(C(=O)Cn2cc(C(F)(F)F)ccc2=O)c(C)n1-c1ccccc1 | i | -2.43
CCCCC(=O)NC(c1ccc(C(C)C)cc1)c1ccc2cccnc2c1O (stereo unspecified) | i | -1.76
CCc1ccc(-c2cc(C)no2)cc1S(=O)(=O)N1CCN(C(=O)c2ccco2)CC1 | i | 0.01
CC(C)(C)c1ccc(OCC(=O)N/N=C/c2ccc(N3CCOCC3)cc2)cc1 | i | 2.64
(next part)
SMILES | KCNQ2 block | Kir21 block
O=C(CCCCCn1c(=S)[nH]c2ccc(N3CCOCC3)cc2c1=O)NCc1cccc(Cl)c1 | i | -0.09
O=C(CN1CCOCC1)NCCNC(=O)CN1CCOCC1 | i | 1.51
CC(C)OCCCNC(=O)COCC(=O)Nc1ccc(OCCc2ccccc2)cc1 | i | 0.04
c1ccc2c(CN3CCOCC3)c3ccccc3c(CN3CCOCC3)c2c1 | i | 0.33
CSc1ccc(C(=O)c2[nH]c(=O)[nH]c2C)cc1 | i | 1.76
COc1ccccc1N1CCN(C(=O)C(C)CS(=O)(=O)c2ccc3c(c2)NC(=O)CS3)CC1 (stereo unspecified) | i | -1.33
Cc1ccc(S(=O)(=O)NCC(C)NC(=O)CN2CCOCC2)cc1 (stereo unspecified) | i | 2.32
COCCCNC(=O)C(=O)Nc1cc2c3c(c1)CCC(=O)N3CCC2 | i | -0.07
Nc1cccc2c1C(=O)N(Cc1nnc(-c3ccccc3Br)o1)C2=O | i | 2.13
CCOc1ccc(NC(=O)COc2ccc(OC)cc2)cc1 | i | -1.33
O=C(Nc1ccc(Br)cc1)c1ccc(CSC2=NCCS2)cc1 | i | -1.41
O=C(Nc1cccnc1)c1ccc(S(=O)(=O)c2ccc(Cl)cc2)cc1 | i | 0.02
CN(CC(=O)NNC(=O)CCNS(=O)(=O)c1ccccc1)S(=O)(=O)c1ccc(Cl)cc1 | i | 0.78
CN1C(=O)C(O)(C2OC(C)(C)CCC2=O)c2ccccc21 (stereo unspecified) | i | 1.84
Cc1cccn2c(=O)c(/C=C(\C#N)S(=O)(=O)c3ccccc3)c(N3CCN(C)CC3)nc12 | i | 0.45
O=C(O)CC1NC(=O)N(c2ccc(Cl)cc2)C1=O (stereo unspecified) | i | 0.64
CCCCN1C(=O)/C(=C/C=C2\SCCN2C)SC1=S | i | -1.24
Cc1cc(C)nc(Nc2n[nH]c(COc3ccc4ccccc4c3)n2)n1 | i | 1.14
O=c1c(Cc2ccccc2)c(O)c2cccc3c4c(n1c23)CCCC4 | i | -0.01
C1CN(c2nc(N3CCOCC3)nc(N3CCOCC3)n2)CCO1 | i | 0.23
COC(=O)CSc1nnnn1-c1ccccc1 | i | 0.57
Cc1cc(NC(=O)c2cc(-c3ccccn3)nc3c(Cl)cccc23)no1 | i | -0.68
COCCn1c(SCC(=O)N2CCc3ccccc32)nc2c(c1=O)SC(C)C2 (stereo unspecified) | i | -0.59
CN(Cc1c(F)cccc1Cl)C(=O)c1ccc(NS(=O)(=O)c2ccc3[nH]c(=O)[nH]c3c2)cc1 | i | -0.74
CC[N+]1(CC)CC2=Cc3ccccc3CC2C1 (stereo unspecified) | i | -0.03
Next part
SMILES | KCNQ2 block | Kir21 block
COc1ccc(-c2nc3c(c(=O)n(C)c(=O)n3C)n2CC2CC(c3ccccc3)=NO2)cc1OC (stereo unspecified) | i | -1.33
O=C(NN1CCOCC1)c1ccc(Br)cc1 | i | -0.03
CSc1c(CC(=O)Nc2ccccc2Cl)n(Cc2ccccc2)c2ccccc12 | i | -0.06
C=CC[C@@H]1C=C[C@H](O/N=C/c2ccc(C(=O)N3[C@H](c4ccc(C)cc4)[C@@H](C)CC[C@H]3C(=O)OC)cc2)[C@@H](CO)O1 | -6.08* | -0.89
CCn1nnnc1SCC(=O)Nc1ccc(F)cc1 | i | 1.24
C=CCc1ccccc1OCC(O)CNC(C)C (stereo unspecified) | i | 0.02
CCSC1=C(C#N)C(c2ccc(OC)c(OC)c2)CC(=O)N1 (stereo unspecified) | i | 0.26
COc1ccc(C2NC(=O)C(C#N)=C(S)N2c2ccc(C)cc2)cc1OC (stereo unspecified) | i | 0.72
CNC(=O)c1csc(-c2ccncc2)n1 | i | 0.32
COc1ccc(COC(=O)NNC(=O)c2ccc(OC)cc2)cc1 | i | -1.95
CC(C)CCN(CCC(C)C)C(=O)Cc1c(O)c2ccccc2[nH]c1=O | i | 1.85
O=C(O)c1ccc(-n2nnnc2SCc2ccccc2)cc1 | i | -0.14
CCOc1ccc2[nH]c3c(N4CCC5(CC4)OCCO5)ncnc3c2c1 | i | 1.58
Cc1ccc(-c2ccccc2NC(=O)CS(=O)CC(=O)Nc2ccc(C)c(Cl)c2)o1 (stereo unspecified) | i | 1.78
Cc1cc(C)cc(SCc2noc(C(=O)NCC3CCCO3)c2C(=O)O)c1 (stereo unspecified) | i | -0.12
NC(=O)COc1c(-c2ccco2)oc2ccccc2c1=O | i | 0.62
CCOC(=O)Cc1cnc(N)s1 | i | -1.04
COc1ccc(NC(=O)c2ccc([N+](=O)[O-])o2)cc1 | i | -0.9
O=C1CSC2(N1)C1CC3CC(C1)CC2C3 (stereo unspecified) | i | -2.76
CCN(C(=O)c1cc2c(=O)[nH]c3ccc(C)cc3c2s1)c1ccccc1C | i | -0.02
COc1ccccc1N1CCN(C(=O)c2ccc3[nH]c4c(c3c2)CCCC4)CC1 | i | 0.06
Cc1cc2nc(SCC(=O)Nc3ccccc3C(=O)O)[nH]c2cc1C | i | -0.4
COc1ccc2oc(C(=O)OCC(=O)NCc3ccco3)c(C)c2c1 | i | -0.75
COc1ccc(N2CCN(CCOc3ccc4c(C)cc(=O)oc4c3)CC2)cc1 | i | -0.75
CCCCN(C(=O)c1ccc(C)c(S(=O)(=O)N2CCOCC2)c1)c1c(N)n(CCCC)c(=O)[nH]c1=O | i | 0.99
Next results:
SMILES | KCNQ2 block | Kir21 block
CCCCN(CCCC)Cc1cc2ccccc2c2c1COC2 | i | 0.21
CCCCCCOc1ccc(-c2ccc(C#N)cn2)cc1 | i | -0.39
Cc1ccc(S(=O)(=O)N2CCCC(C(=O)Nc3cccnc3)C2)cc1 (stereo unspecified) | i | 0.16
Fc1ccc(Br)cc1SCCc1ccncc1 | i | 0.2
O=C(NNC(=S)NCc1ccco1)c1ccccc1Br | i | -1.62
C#CCOCCOCCOCCNc1nc(N2CCN(C(=O)C([C@@H](C)CC)n3cc(C(N)Cc4ccc(O)cc4)nn3)CC2)nc(N2CCN(C(=O)[C@H](CCC(=O)O)n3cc(C(N)CO)nn3)CC2)n1 (stereo partly specified) | i | -0.68
CC(=O)N1c2ccc(S(=O)(=O)NCCC(=O)N3CCCC(C)C3)cc2CC1C (stereo unspecified) | i | -0.11
CC(=O)NS(=O)(=O)c1ccc(Nc2ccc([N+](=O)[O-])c3nonc23)cc1 | i | 0.96
CC(=O)OCCCN1c2ccccc2Nc2nnc(-c3ccccc3)cc21 | i | -0.55
Nc1cc(N)nc(SCCc2ccccc2)n1 | i | -0.01
COc1ccccc1C(=O)Nc1ccc(Br)cc1C | i | -0.53
COc1ccc(S(=O)(=O)N(Cc2ccccc2)c2ccccc2C(=O)N2CCOCC2)cc1 | i | 1.49
OCC1(Cc2cccc(Cl)c2)CCCN(Cc2cn[nH]c2C2CCCCC2)C1 (stereo unspecified) | i | -0.54
NS(=O)(=O)c1ccc(CNC(=S)NC2CC2)cc1 | i | 1.35
CCOc1cccc(C2/C(=C(/O)c3ccc4c(c3)CC(C)O4)C(=O)C(=O)N2Cc2cccnc2)c1 (stereo unspecified) | i | 0.54
Cc1ccc(NC(=S)NCc2ccc3c(c2)OCO3)cc1 | i | 1.67
CC(=O)N1C(C(=O)O)CSC1c1cccc(C)c1 (stereo unspecified) | i | 0.02

Part of the list above, with values under each structure.
Each structure is followed by: KCNQ2 block	Kir21 block
CCCCN(CCCC)Cc1cc2ccccc2c2c1COC2
 : i	0.21
CCCCCCOc1ccc(-c2ccc(C#N)cn2)cc1
 : i	-0.39
Cc1ccc(S(=O)(=O)N2CCCC(C(=O)Nc3cccnc3)C2)cc1 (stereo unspecified)
 : i	0.16
Fc1ccc(Br)cc1SCCc1ccncc1
 : i	0.2
O=C(NNC(=S)NCc1ccco1)c1ccccc1Br
 : i	-1.62
C#CCOCCOCCOCCNc1nc(N2CCN(C(=O)C([C@@H](C)CC)n3cc(C(N)Cc4ccc(O)cc4)nn3)CC2)nc(N2CCN(C(=O)[C@H](CCC(=O)O)n3cc(C(N)CO)nn3)CC2)n1 (stereo partly specified)
 : i	-0.68
CC(=O)N1c2ccc(S(=O)(=O)NCCC(=O)N3CCCC(C)C3)cc2CC1C (stereo unspecified)
 : i	-0.11
CC(=O)NS(=O)(=O)c1ccc(Nc2ccc([N+](=O)[O-])c3nonc23)cc1
 : i	0.96
CC(=O)OCCCN1c2ccccc2Nc2nnc(-c3ccccc3)cc21
 : i	-0.55
Nc1cc(N)nc(SCCc2ccccc2)n1
 : i	-0.01
COc1ccccc1C(=O)Nc1ccc(Br)cc1C
 : i	-0.53
COc1ccc(S(=O)(=O)N(Cc2ccccc2)c2ccccc2C(=O)N2CCOCC2)cc1
 : i	1.49
OCC1(Cc2cccc(Cl)c2)CCCN(Cc2cn[nH]c2C2CCCCC2)C1 (stereo unspecified)
 : i	-0.54
NS(=O)(=O)c1ccc(CNC(=S)NC2CC2)cc1
 : i	1.35
CCOc1cccc(C2/C(=C(/O)c3ccc4c(c3)CC(C)O4)C(=O)C(=O)N2Cc2cccnc2)c1 (stereo unspecified)
 : i	0.54

Screening data (PubChem)
